RMI-FANCM inh = blocks RMI1/RMI2 complex binding to FANCM MM2 peptide | Fluorescence polarization, RMI core complex with F-MM2 peptide; active compounds read low | FP signal (polarization) at 33 µM | hit rate 0.58% among 70,000; in the data active means FP signal below about 40; further: inactives centre near 61; strong numbers were not always called active; unit not given here
* hit, by the source's call; & = joins results of further samples. An excerpt; count on the stated rates, not on these rows.

RMI-FANCM inh | Compound
54 | COc1ccc(S(=O)(=O)CC(=O)Nc2sc(-c3ccccc3)cc2C(N)=O)cc1
54 | CN(C)C(CNC(=O)Cc1ccc(F)cc1)c1ccco1 (configuration not stated)
76 | CCn1c(SCC(=O)Nc2ccc(S(N)(=O)=O)cc2)nc2sc3c(c2c1=O)CCC(C)C3 (configuration not stated)
56 | CCOC(=O)c1cc(-c2ccc(N)cc2)oc1C
55 | CCS(=O)(=O)N1CCN(c2ccc(Nc3ccc(C)cc3)nn2)CC1
55 | NNC(=O)c1n[nH]c2ccccc12
91 | C=CCN1C(=O)/C(=C/c2ccc(N(C)C)cc2)SC1=Nc1nnc(CC)s1
52 | Cc1nc2ccccc2c(=O)n1-c1ccc(F)c(NS(=O)(=O)c2cccs2)c1
63 | C/C(=N/OCc1ccc(Br)cc1)c1ccc(F)c(F)c1
62 | CC(C)c1ccc(NC(=O)c2sccc2S(=O)(=O)N2CCN(c3ccccc3)CC2)cc1
230 | COc1ccc(-c2ccc(/C=C3/SC(N4CCOCC4)=NC3=O)o2)cc1
57 | CC(C)c1ccc(NC(=O)COc2ncnc3cc(Cl)ccc23)cc1
59 | O=C(Nc1c2c(nn1-c1ccc(F)cc1)CSC2)c1ccc(Cl)cc1Cl
88 | Cn1c(=NC(=O)c2sc3ccccc3c2Cl)sc2cc(Cl)ccc21
65 | Cc1ccc(OCCCC(=O)Nc2nc(C)c(C)s2)c(C)c1
61 | CCOC(=O)C1=C(C)NC(C)=C(C(=O)OCC)C1c1ccccc1/C=C/C(=O)OC(C)(C)C
53 | Cc1ccc(S(=O)(=O)N=S2(=O)CCCS(=O)(=O)C2)cc1 (configuration not stated)
57 | CCOc1ccc(-c2ccc(=O)n(CCNS(C)(=O)=O)n2)cc1
65 | CCn1nc(C(=O)Nc2nc3ccc(S(N)(=O)=O)cc3s2)cc1C
71 | O=C(CSc1nnc(-c2cccc(Cl)c2)o1)Nc1ccc(C(F)(F)F)cc1

Brought forward from above: 4 compounds, followed by the next part.
RMI-FANCM inh | Compound
53 | Cc1ccc(S(=O)(=O)N=S2(=O)CCCS(=O)(=O)C2)cc1 (configuration not stated)
57 | CCOc1ccc(-c2ccc(=O)n(CCNS(C)(=O)=O)n2)cc1
65 | CCn1nc(C(=O)Nc2nc3ccc(S(N)(=O)=O)cc3s2)cc1C
71 | O=C(CSc1nnc(-c2cccc(Cl)c2)o1)Nc1ccc(C(F)(F)F)cc1
71 | CCOC(=O)c1c(NC(=O)c2ccco2)sc2c1CCC(C)C2 (configuration not stated)
72 | O=C(Nc1ccc2c(c1)N(C(=O)c1ccco1)CC2)c1ccccc1C(F)(F)F
87 | CC(=O)Nc1cccc(NC(=O)C(=O)NCCc2ccc(N(C)C)cc2)c1
64 | Cc1ccc(-n2ncc3c(C4CC4)nn(C)c(=O)c32)cc1C
61 | Cc1ccc(Cl)c2sc(=NC(=O)CN3C(=O)CCC3=O)n(C)c12
73 | O=C(NCCCN1CCOCC1)C(c1ccccc1)c1ccccc1
70 | Cc1cc(C(=O)Nc2nc3c(s2)COc2ccccc2-3)on1
61 | O=C(NC(=S)NCc1ccco1)c1ccc(Br)o1
52 | COc1cccc(S(=O)(=O)Nc2cccc(Cl)c2)c1
72 | CC(C)N1CCC(CNS(=O)(=O)c2cc(Cl)ccc2Cl)CC1
56&53 | O=C(NNS(=O)(=O)c1ccc(F)cc1F)c1csc(-c2cccnc2)n1
63 | O=C(c1ccccc1F)N1CCc2cc(S(=O)(=O)NC3CCCC3)ccc21
60 | Cc1ccc([N+](=O)[O-])cc1NC(=O)c1ccc(C(C)(C)C)cc1
59 | O=C(O)c1cccnc1Br
60 | CCOc1ccc(-c2nc3n(n2)C(=O)CC(c2cccc(F)c2)S3)cc1OCC (configuration not stated)
54 | CC1c2ccsc2CCN1S(=O)(=O)c1ccccc1 (configuration not stated)
64 | CN1CCCc2cc(C(CNS(=O)(=O)c3cccc(Cl)c3)N(C)C)ccc21 (configuration not stated)
57 | O=C(N/N=C\c1ccncc1)c1cc(C2CC2)[nH]n1
70 | Cc1ccc(NC(=O)NCCOc2ccc(-c3ccc(F)cc3)nn2)cc1
64 | Cc1c(C(=O)NCc2ccc3c(c2)OCO3)cccc1[N+](=O)[O-]
55&59 | O=C(CSCc1ccco1)NCc1ccc2c(c1)OCO2
61 | CCOC(=O)C(C)Sc1nnc(CNC(=O)c2ccc(OC)cc2)n1C1CCCCC1 (configuration not stated)
66 | O=C(COc1ccc(Cl)cc1)NCCOc1ccc2nnc(-c3cccc(F)c3)n2n1
56 | COc1ccc(C(=O)CSC2=NS(=O)(=O)c3cc(Cl)ccc3N2)cc1
67 | COc1cc(OC)c(NC(=O)CSC2=NC(C)(C)N=C2c2ccc(C)cc2)cc1Cl
61 | COC(=O)CNC(=O)NC12CC3CC(CC(Cl)(C3)C1)C2
70 | CCOc1ccc(NC(=O)Cc2csc(SCC(=O)Nc3cccc(NC(C)=O)c3)n2)cc1
42 | CCOC(=O)c1ccc(OC(=O)c2ccc(Cl)cc2[N+](=O)[O-])c(Cl)c1
58 | COc1ccc(-n2ncc(NC(=O)N3CCOCC3)c2C)cc1
53 | CC(=O)Nc1ccc(C(C)(C)C)cc1Cl
65 | Cc1nc(NC(=O)c2ccc(S(=O)(=O)N3CCCCC3)cc2)sc1C
71 | COCCN1CCC(CNS(=O)(=O)Cc2ccccc2)CC1
57 | COc1ccc(-c2nc(CCNC(=O)Cc3ccc(F)cc3)cs2)cc1
69 | Cc1cc(C(=O)Nc2nnc(-c3ccc(Br)s3)o2)on1
59 | O=C(/C=C/c1ccco1)NCCc1csc(-c2ccc(C(F)(F)F)cc2)n1
52 | CC(=O)Nc1cccc(OCCCNS(=O)(=O)c2cccc3nonc23)c1
65&53&56 | Cn1cc[nH]c1=S
65 | O=C(Cc1csc(Nc2ccc(F)cc2)n1)NCc1ccncc1
63 | COc1ccccc1-n1ncc2c(C)nnc(SCc3ccccn3)c21
56 | CCN=C1S/C(=C\c2ccccc2[N+](=O)[O-])C(=O)N1CC
62 | O=C(NCCOc1ccc2c(c1)OCO2)c1cc2ccccc2oc1=O
52 | O=C1CC(Nc2ccc(N3CCCCC3)cc2)C(=O)N1c1ccc(OC(F)F)cc1 (configuration not stated)
56 | CCOc1ncccc1C(=O)Nc1cccc(-c2ccc3nnc(C)n3n2)c1
60 | O=C(NCCOc1cccc(C(F)(F)F)c1)c1ccc(S(=O)(=O)N2CCOCC2)cc1
56 | COc1ccc([N+](=O)[O-])cc1NC(=O)c1ccc(Br)cc1F
48&52 | O=C1NC(=O)c2cc([N+](=O)[O-])c(SCc3ccc(Cl)cc3)cc21
65 | Cc1ccc(NC(=O)Cc2ccc(F)cc2)cc1N1CCCCC1=O
54 | O=C(COc1cccc2ccc(N3CCN(c4ccccc4)CC3)nc12)NCc1ccc(F)cc1
58 | CS(=O)(=NC(=O)c1ccc(Cl)cc1)c1ccc(Cl)cc1 (configuration not stated)
71 | CCCS(=O)(=O)N1CCCc2ccc(NS(=O)(=O)c3ccc(OCC)c(F)c3)cc21
50 | CC(=O)N1CC(=O)N/C(=C/c2ccco2)C1=O
61&53 | CCn1nc(C)c(NC(=O)c2ccc(Cl)cc2)c1C(=O)OC
61 | O=c1c2oc3ccccc3c2ncn1Cc1ccccc1F
54 | Cn1c(CC#N)n[nH]c1=S
66 | CCOc1ccc(S(=O)(=O)NCCCn2nc(-c3ccncc3)ccc2=O)cc1
60 | O=c1cc(-c2ccc(Cl)cc2)oc2cc(OCC(O)CS(=O)(=O)c3ccc(Cl)cc3)ccc12 (configuration not stated)
67 | O=C(Nc1ccc(-c2cnco2)cc1)c1ccccc1
60 | CCNC(=O)N1CCC(c2nnc(-c3ccco3)o2)CC1
63 | Cn1ccnc1N1CCN(C(=O)c2ccc(Cl)cc2Cl)CC1
61 | Cc1cc(C(=O)Nc2ccc3nc(N4CCN(C)CC4)sc3c2)n(C)n1

(listing goes on)
RMI-FANCM inh | Compound
62 | COc1cc2[nH]c3c(=O)n(CCC(=O)N4CCN(c5ccccc5OC)CC4)cnc3c2cc1OC
58 | Cc1nccn1CC(=O)N/N=C\c1nc2ccccc2n1C
70 | Cn1ccc(C(=O)N(Cc2cccnc2)c2nc3ccc(F)cc3s2)n1
77 | COc1c(C)cc(S(=O)(=O)NCC2CCN(Cc3cccs3)CC2)cc1C
60 | CCCCc1ccc(NC(=O)CSc2nccn2-c2ccc(OCC)cc2)cc1
60 | COc1ccc(-c2noc(CN3N=NC4C(=O)N(c5ccc(C)c(F)c5)C(=O)C43)n2)c(OC)c1 (configuration not stated)
57 | CCOC(=O)/C(C#N)=C/c1cn(-c2ccccc2)nc1-c1ccccc1
64 | CC(=O)Nc1nc(-c2cc3ccccc3o2)cs1
60 | O=C(O)CC1SC(c2ccc3c(c2)OCO3)=NC1=O (configuration not stated)
53 | O=C(O)C1c2ccccc2C(=O)N(C2CCCCC2)C12CCCCC2 (configuration not stated)
67 | Cn1c(=O)n(CCc2ccccc2)c(=O)c2c(N3CCN(C(=O)c4ccco4)CC3)ccnc21
51 | Cc1ccc(C)c(-c2nnc(NC(=O)c3ccc4ncsc4c3)o2)c1
70 | O=C(Nc1nnc(Cc2cccs2)o1)c1ccc(Cl)cc1
59 | O=C1CC(/C=C/c2ccccc2)(Nc2ccc(S(=O)(=O)N3CCCC3)cc2)C(=O)N1C1CCCCC1 (configuration not stated)
70 | Nc1c(C(=O)Nc2cccc(F)c2)oc2ccccc12
78 | Cc1c(Cl)cccc1NC(=O)C(=O)NCc1ccsc1
85 | COc1ccc(Cl)cc1NC(=O)COC(=O)c1cc(C(C)=O)n2ccccc12
118 | O=C(Cn1cnc2c(-c3ccccc3)csc2c1=O)NCc1ccc(F)cc1
54 | CC(C)(C)OC(=O)NCCNS(=O)(=O)c1ccc(N2C(=O)CC3(CCCC3)C2=O)c(Cl)c1
53 | Nc1ccc(CCNc2ncnc3c2ncn3C2OC(CO)C(O)C2O)cc1 (configuration not stated)
67 | O=C(CN(c1ccc(F)cc1)S(=O)(=O)c1cccnc1)N1CCN(c2ccccc2)CC1
59 | CSc1ccc(Br)cc1
58 | COc1cccc(/C=N\NC(=O)C2CCCN(C(=S)NNC3CC4C=CC3C4)CC2)c1O (configuration not stated)
54 | Cc1c(C)c(C)c(CSCC(=O)NN)c(C)c1C
71 | COc1cccc(-c2ccc(=O)n(CCCC(=O)NCCc3ccccc3)n2)c1
66 | O=C(Cn1nc(-c2ccccc2)c2sc(N3CCOCC3)nc2c1=O)N1CCc2ccccc21
58 | COc1cc(/C=N\NC(=O)c2ccccc2CO)cc(OC)c1OC
62&54 | O=C1/C(=C/c2ccc3c(c2)OCO3)CCC/C1=C\c1ccc2c(c1)OCO2
57 | COc1ccc(CCn2nnc3ccccc3c2=O)cc1OC
59 | CC(CCC(=O)O)[C@H]1CCC2C3CC[C@@H]4C[C@H](O)CC[C@]4(C)C3C[C@H](O)[C@@]21C (some centres not stated)
69 | CN(C)c1ccc(CCCNC(=O)COc2ccc(Cl)cc2)cc1
77 | O=C(c1cccc([N+](=O)[O-])c1)N1c2ccccc2Sc2ccccc21
107 | CCN(Cc1ccccc1)S(=O)(=O)c1ccc(C(=O)N(CCCN(C)C)c2nc3c(C)c(C)ccc3s2)cc1
51 | CSc1nc(N)n2nc(C)cc2n1
58 | Clc1ccc(OCc2nn[nH]n2)c(Cl)c1
62 | COc1cc(/C=N\Nc2ncnc3nc[nH]c23)cc(OC)c1OC
58 | CCOC(=O)c1cnn(-c2ncnc3sc4c(c23)CCN(C(=O)OCC)C4)c1N
74 | O=C(NCc1ccsc1)C(=O)Nc1ccc2c(c1)OCCO2
52 | O=C(Nc1ccccc1Cl)Nc1c[nH]c2ccccc12
54 | CCOC(=O)C(=CNc1nc(-c2cc(C#N)c(=O)[nH]c2C)cs1)C(=O)OCC

Part of the list above in order of length of the SMILES, rising:
RMI-FANCM inh | Compound
74 | O=C(NCc1ccsc1)C(=O)Nc1ccc2c(c1)OCCO2
69 | CN(C)c1ccc(CCCNC(=O)COc2ccc(Cl)cc2)cc1
62 | COc1cc(/C=N\Nc2ncnc3nc[nH]c23)cc(OC)c1OC
77 | O=C(c1cccc([N+](=O)[O-])c1)N1c2ccccc2Sc2ccccc21
62&54 | O=C1/C(=C/c2ccc3c(c2)OCO3)CCC/C1=C\c1ccc2c(c1)OCO2
66 | O=C(Cn1nc(-c2ccccc2)c2sc(N3CCOCC3)nc2c1=O)N1CCc2ccccc21
59 | CC(CCC(=O)O)[C@H]1CCC2C3CC[C@@H]4C[C@H](O)CC[C@]4(C)C3C[C@H](O)[C@@]21C (some centres not stated)

The list goes on.
RMI-FANCM inh | Compound
63 | Cc1nnc(NC(=O)c2c[nH]c3ccccc3c2=O)s1
57 | CCCCNC(=O)n1ccc(-c2nn(-c3ccc(F)cc3)ccc2=O)n1
50 | CCOc1ccc2cc(/C=C/C(=O)c3cccs3)c(=O)[nH]c2c1
55 | O=C(Nc1nc2ccccc2s1)c1ccc([N+](=O)[O-])o1
57 | O=C(CSc1nnc2ccc(-c3cccc([N+](=O)[O-])c3)nn12)Nc1ccc2c(c1)OCO2
63 | ClC(Cl)(c1nnnn1-c1ccccc1)c1nnnn1-c1ccccc1
56 | CC1=NN(CC(=O)C(C)(C)C)c2nc3c(c(=O)n(C)c(=O)n3C)n2C1
53 | COc1cc([N+](=O)[O-])cc2sc(NC(=O)Cc3ccc(C)cc3C)nc12
63 | O=C(CSc1ccc(NC(=O)c2cccs2)nn1)NCc1ccc2c(c1)OCO2
58 | O=C(N1CCOCC1)N1CCCN(C(=O)N2CCOCC2)CC1
81 | Cc1ccc(-c2csc(NC(=O)c3ccc(N(C)C)cc3)n2)o1
64 | CC(=O)Nc1ccc(SCCCC(=O)N2c3ccc(F)cc3CCC2C)nn1 (configuration not stated)
54 | CC(=O)N1CC(c2cnc(-c3ccccc3)c(C)c2)C=C(C)C1c1ccccc1 (configuration not stated)

A section of the results above:
RMI-FANCM inh | Compound
63 | ClC(Cl)(c1nnnn1-c1ccccc1)c1nnnn1-c1ccccc1
56 | CC1=NN(CC(=O)C(C)(C)C)c2nc3c(c(=O)n(C)c(=O)n3C)n2C1
53 | COc1cc([N+](=O)[O-])cc2sc(NC(=O)Cc3ccc(C)cc3C)nc12
63 | O=C(CSc1ccc(NC(=O)c2cccs2)nn1)NCc1ccc2c(c1)OCO2

Screens as filed in PubChem.
